CCT modulator – changes cytosolic chaperonin activity; purified chaperonin ATPase assay, HTRF ADP detection, 30 min; activity change, % (concentration not given with the values), hits read low; actives 0.3% (n = 360,000); AID 651819; in the data active means activity change below about -30%; further: on the % scale 0 is the no-effect control and ±100 the full control effect
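Nucleotide hydrolysis assay: TRiC at 20–40 nM final (set by batch activity) with 10 uM ATP, 30 min at 37 °C, in presence of 76 uM compound. Detection by competitive ADP HTRF, 30 min ambient.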
MmCpn inh – inhibitors of Methanococcus maripaludis chaperonin (MmCpn). purified Mm-Cpn ATPase, ADP Transcreener TR-FRET. Potency, µM (highest dose often 76.9 µM), for inactives: top-dose activity, negative = inhibition, actives largely listed as inhibitors. actives 0.031% (n = 330,000); further: potency means the concentration at half of the fitted maximal effect; on the % scale 0 is the no-effect control and ±100 the full control effect; nearly all actives have a fitted effect of over 80% in size
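ATPase turnover read by TR-FRET ADP competition (Eu cryptate antibody/ADP-d2, 665/590 nm): 10uM ATP final, 25nM Mm-CPN final, 30 min 37degC after 10-min compound preincubation, pH 7.4 Tris/KCl/MgCl2/DTT buffer.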
HepG2 tox – counter-screen for TGF-b inhibitors: cytotoxicity in HepG2 cells; HepG2 CAGA-GFP viability, ATP luminescence, 18 h; Potency, µM (series often up to 46.1 µM), for the others: at the highest dose activity change, negative = cytotoxicity, most hits filed as cytotoxic; actives 0.76% (n = 410,000); further: potency means the concentration at half of the fitted maximal effect; some results filed as inactive show a strong effect at the top dose
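HepG2 CAGA-GFP cells (1000/well, DMEM with 1% FBS) received compound, then TGF-beta at 500 pg/mL final, and were incubated 18 hours at 37 degrees C. Viability was read by CellTiter-Glo luminescence. Media-only wells were set as complete cell-killing and DMSO as no toxicity.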
Nrf2 activator – activates Nrf2 signaling; AREc32 ARE-luciferase reporter (MCF7-derived line), luminescence, 24 h; Potency, µM (titrated, usually from 46.1 µM), for inactives: at the highest dose activation, actives largely listed as activators; actives 0.31% (n = 410,000); AID 624171; further: potency means the concentration at half of the fitted maximal effect; % of control where 0% means no effect; nearly all actives have a fitted effect of over 65% in size
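Luminescent ARE reporter assay in AREc32_Fluc cells: overnight plating at 37 deg C, 24 hr compound incubation, Steady-Glo added, 30 min RT before reading.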
A549 tox – kills or reduces viability of A549 cells in Nrf2 counter-screen. Potency, µM (top dose mostly 46 µM), without a hit: top-dose activity change, negative = cytotoxicity, actives largely listed as inhibitors. actives 0.16% (n = 390,000). A549 ARE-Fluc cells, CellTiter-Fluor viability, 18-24 h; further: potency means the concentration at half of the fitted maximal effect; on the % scale 0 is the no-effect control and ±100 the full control effect
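Cytotoxicity counterscreen: CellTiter-Fluor fluorescence was measured in A549 ARE_Fluc cells after 18-24 h of compound exposure in a concentration series. The subsequent BugLite luminescent read reports ARE-luciferase activity.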
TGFb SMAD3 inh – blocks TGF-b signaling | HepG2 CAGA-GFP TGF-b/SMAD3 reporter, GFP fluorescence, 18 h; TGF-beta stimulated, 500 pg/mL final | AID 588855 | Potency, µM (titrated, usually from 46.1 µM), for inactives: at the highest dose activity, negative = inhibition, most hits filed as inhibitors | actives 1.2% (n = 410,000); further: potency means the concentration at half of the fitted maximal effect; on the % scale 0 is the no-effect control and ±100 the full control effect; nearly all actives have a fitted effect of over 65% in size
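Per well, imaged GFP fluorescence of HEPG2 CAGA-GFP cells gives the signal; cells get compound, then TGF-beta (500 pg/mL final), 18 h at 37 degrees C; %Activity versus -TGF-beta and +DMSO controls.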
Abeta rescue – restores growth of yeast expressing A-beta42 peptide; yeast expressing A-beta42, growth rescue, OD600, 48 h; response scale: 0% DMSO, 100% iron-clioquinol control; Potency, µM (series often up to 46.1 µM), for the others: at the highest dose growth rescue, most hits filed as activators; actives 0.063% (n = 410,000); AID 1347071; further: potency means the concentration at half of the fitted maximal effect; nearly all actives have a fitted effect of over 55% in size
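Yeast A-beta toxicity model in growth medium with pinned compounds, 48 h at 30 C; growth read as absorbance at 600 nm. Normalized to FeCl3/clioquinol equimolar mix (positive) and DMSO (negative).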
Akt phos inh – Akt phosphorylation inhibition; actives 0.32% (n = 360,000); Neuro2A IGF-stimulated pAkt S473 HTRF, 20 min; hits give low values; AID 651550; activity change, % for hits at 50 µM; in the data active means activity change below about -80%; inconclusive means mostly about -51% to -80%; further: on the % scale 0 is the no-effect control and ±100 the full control effect
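Neuro2A cells in DMEM with 0.5% FBS, overnight at 37 deg C, given compound at single 50 µM final, then IGF (6 nM final) for 20 min at 37 deg C. Lysed; phospho-Akt Ser473 by HTRF after 24 h, 665/615 ratio.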
Nrf2 block – Nrf2 pathway inhibition; A549 ARE-Fluc reporter, luciferase luminescence, 18-24 h; Potency, µM (titrated, usually from 46 µM), for the others: top-dose activity change, negative = inhibition, usual class: inhibitors; actives 2.1% (n = 360,000); AID 504444; further: potency means the concentration at half of the fitted maximal effect; on the % scale 0 is the no-effect control and ±100 the full control effect; nearly all actives have a fitted effect of over 60% in size
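Nrf2 function is reported as luminescence of an ARE-controlled luciferase in A549 cells. Compounds were tested at several concentrations, and a CellTiter-Fluor read on the same wells flagged cytotoxicity.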
Starred values were filed as active, the others as inactive; i = inactive; ? = inconclusive; . = no result given; & = joins results of further samples; [ ] = dose if it differs, or a comment. Unless noted, the call rests on the fitted dose curve; in most records, active means well fitted curve in the direction sought with a large enough effect; inconclusive means small, poorly fitted or top-dose-only effect, or another doubt; inactive means no such curve, though single readings can be large; an effect the other way counts as inactive or inconclusive. Outcome played no part in choosing rows; about 4.3% have a hit in one of these screens.

Compound	CCT modulator	MmCpn inh	HepG2 tox	Nrf2 activator	A549 tox	TGFb SMAD3 inh	Abeta rescue	Akt phos inh	Nrf2 block
N#C/C(=C\c1cn(CCOc2ccccc2)c2ccccc12)C(=O)NCc1ccco1	1.7	-2%	-33%	0.0%	-18%	-29%	28%	i	?
O=C(O)C1CCCCC1C(=O)NCCc1ccncc1 (stereo not given)	-0.7	-1%	-2%	-0.3%	1%	8%	4%	i	11%
COC(=O)C(O)(CC(=O)Nc1cc(OC)c(OC)c(OC)c1)C(F)(F)F (stereo not given)	-4.1	1%	2%	-0.5%	-4%	-1%	7%	i	.
Cc1nc2sc(C(c3ccco3)N3CCOCC3)c(O)n2n1 (stereo not given)	2.0	1%	-2%	0.1%	10%	18%	-10%	i	14%
O=C(COC(=O)c1cccc(F)c1)NC(=O)NCc1ccccc1	-0.7	0%	-16%	-0.1%	1%	0%	-5%	i	-6%
O=[N+]([O-])c1nn(-c2ccccc2)[n+]([O-])c1N1CCN(c2ccccc2F)CC1	-0.4	0%	-28%	0.2%	1%	-2%	4%	i	-5%
Cc1ccc(OCC(O)CN2CCCC2)cc1 (stereo not given)	-7.3	1%	14%	0.6%	2%	1%	3%	i	11%
CCc1ccc(-c2cc(C)no2)cc1S(=O)(=O)Nc1ccc(Cl)cn1	-2.1	4%	-40%&-18%	-0.7%&-0.9%	-5%&0%	-16%&-4%	2%&6%	i	-3%&18%
Cc1cc(C)c(-n2nnnc2SC(C)C)c(C)c1	-2.9	1%	0%	0.6%	-1%	1%	15%	i	-21%
COc1cccc(/C=C2/C(=O)NN(c3ccc(C)c(C)c3)C2=O)c1	0.8	-3%	7%	-0.3%	-1%	-1%	?	i	8%
CCC1Oc2ccc(C)cc2N(CC(=O)NC2CCCCC2)C1=O (stereo not given)	-0.6	0%	12%	-0.7%	0%	-1%	17%	i	-19%
CCc1nnc(NC(=O)c2ccc(-c3ccc(Cl)cc3)o2)s1	-1.7	-2%	-7%	3.0%	21%	5%	21%[9.22 µM]	i	.
CNc1c(NS(=O)(=O)c2cc(NC(C)=O)ccc2C)c(=O)oc2ccccc12	1.6	1%	15%	0.1%	-7%	5%	8%	i	?
COc1cccc(NC(=O)CN(C)C(=O)c2cc(-c3cccc(Br)c3)nc3ccccc23)c1	-2.0	?	9%	-0.3%	?	?	-4%	i	?
c1ccc(-c2nc(N3CCOCC3)sc2-c2ccccc2)cc1	-2.0	0%	-1%	2.7%	9%	1%	-28%	i	2%
CCOc1ccc(NC(=O)Cn2c(=O)n(CCCS(=O)(=O)C3CCCCC3)c(=O)c3ccccc32)cc1	.	.	-1%	-0.3%	-13%	-2%	-9%	.	-10%
COc1cccc(N2CCN(C(=O)C3CCN(S(=O)(=O)c4c(C)noc4/C=C/c4ccccc4F)CC3)CC2)c1	.	.	-18%	6.1%	-1%	-17%	14%	.	.
COc1ccc(C(=O)O)cc1S(=O)(=O)N1CCN(c2ccccn2)CC1	1.4	1%	0%	0.3%	1%	-7%	6%	i	-4%
O=C(NC1CCCCCC1)c1cc(S(=O)(=O)N2CCCCC2)ccc1N1CCOCC1	-1.4	-2%	-10%	-0.1%	-3%	-6%	10%	i	0%
CCN(CC)S(=O)(=O)c1cccc(-c2n[nH]c(=S)n2/N=C/c2ccc(Br)cc2)c1	-0.3	4%	3%	3.1%	1%	-11%	-12%	i	-3%

New compounds follow.
molecule,CCT modulator,MmCpn inh,HepG2 tox,Nrf2 activator,A549 tox,TGFb SMAD3 inh,Abeta rescue,Akt phos inh,Nrf2 block
CC(=O)c1cccc(NC(=O)C(C)OC(=O)Cc2n[nH]c(=O)c3ccccc23)c1 (stereo not given),-3.0,0%,5%,0.4%,-8%,-8%,-4%,i,-7%
COc1ccc(N=C2SC(CC(=O)Nc3ccccc3)C(=O)N2CC2CCCO2)cc1 (stereo not given),-6.5,1%,-4%,-0.7%,-19%,6%,3%,i,?
CC1CCOC2(O1)C(=O)Nc1ccccc12 (stereo not given),-2.8,2%,-15%,0.2%,-2%,-6%,4%,i,-19%
CCSc1n[nH]c2nc3c(c(=O)n12)C1(CCCCC1)Cc1ccccc1-3,-1.9,2%,1%,0.3%,0%,4%,10%,i,0%
O=C(CC1C(=O)OCCN1Cc1ccccc1)Nc1cccc(Cl)c1 (stereo not given),.,.,-8%,4.3%,5%,-8%,5%,.,5%
Fc1ccc2c(-c3cccc(C(F)(F)F)c3)c(-c3ccccc3)ncc2c1,1.2,-1%,-23%,13%,11%,?,-4%,i,-4%
CCn1c(=O)c(C(=O)CN2CCc3ccccc32)c(N)n(Cc2ccccc2)c1=O,2.0,-2%,8%,3.1%,0%,?,-17%,i,-11%
CCN1C(=O)[C@H]2[C@@H](c3ccc(C)cc3)N3C(=O)N(c4ccc(C(F)(F)F)cc4)C(=O)[C@@]3(CC(C)C)[C@H]2C1=O,-0.8,-2%,-1%,4.1%,-3%,-1%,8%,i,-1%
Cc1cc(C(=O)NC2=NCCS2)cs1,-1.1,0%,-21%,-0.5%,14%,12%,-9%,i,?
CCC(=O)Nc1cccc(-n2nnnc2SCC(=O)NCc2ccco2)c1,-0.3,1%,-5%,?,-3%,14%,-2%,i,1%
COc1cccc(Cn2c(NCc3ccc(C)cc3)nc3c2c(=O)n(C)c(=O)n3C)c1,.,.,-26%,0.2%,-4%,-24%,-9%,.,-13%
COc1ccc(CN2CCn3ncc(C(=O)Nc4ccc(Cl)cc4Cl)c3C2=O)cc1,-1.6,0%,-1%,-0.3%,2%,-2%,13%,i,.
Nc1cc(C(=O)O)c(Oc2ccc(Cl)cc2Cl)cc1C(=O)O,-2.6,-3%,10%,-0.7%,-1%,14%,9%,i,7%
COc1ccc(CN(CCCn2cnc3c(OC)ncnc32)CCCn2cnc3c(OC)ncnc32)cc1,-1.0,.,6%,0.6%,.,-2%,-3%,i,.
O=C(O)CC1(CC(=O)Nc2cc3ccccc3cn2)CCCCC1,-1.0,-5%,-15%,-0.7%,-1%,-13%,6%,i,-9%
CCCCn1c(O)c(C(CC)=Nc2ccc3c(c2)CCC3)c(=O)[nH]c1=O,1.5,1%,-12%,11%,-6%,-1%,-5%,i,-13%
CCOC(=O)c1c(-c2ccc(C)o2)csc1NC(=O)CSc1nncs1,1.3,-5%,-27%,19%,2%,-14%,-43%[inhibitor],i,21µM*
CCOc1ccccc1Nc1nnc(SCC(=O)NCC2CCCO2)s1 (stereo not given),-1.3,0%,1%,3.4%,1%,14%,3%,i,5%
CCc1cccc(C)c1NC(=O)CN1C(=O)C2(SCC(=O)N2c2cc(C)cc(C)c2)c2ccccc21 (stereo not given),.,.,1%,-1.2%,-17%,-8%,3%,.,?
CCCCNC(=O)CN(c1cc(C(F)(F)F)ccc1Cl)S(C)(=O)=O,0.0,-1%,1%,-0.5%,-1%,?,-4%,i,1%
COc1ccc(-c2cc(NC=O)c3ncc(-c4cccc(C(F)(F)F)c4)n3c2)c(OC)c1,1.0,.,-35%,8.8%,.,-24%,-24%,i,.
C/C(=N\NC(=O)CC(C)C)c1c(C(F)(F)F)[nH]n(-c2nc3ccccc3s2)c1=O,-0.2,0%,10µM*,-1.0%,0%,2%,-51%[inhibitor],i,8%
CCOc1ccc(N=Nc2c(=O)[nH]n3c(C)cc(C)nc23)cc1,-1.5,2%,-21%,0.6%,-18%,11%,-21%,i,2%
O=C(Nc1ncc(Cc2ccccc2Cl)s1)C1=NCCN1,-1.8,2%,-5%,-0.7%,0%,-8%,-1%,i,15%

Results in TGFb SMAD3 inh, Abeta rescue and Nrf2 block, for some of the entries so far:
SMILES,TGFb SMAD3 inh,Abeta rescue,Nrf2 block
CCC(=O)Nc1cccc(-n2nnnc2SCC(=O)NCc2ccco2)c1,14%,-2%,1%
COc1cccc(Cn2c(NCc3ccc(C)cc3)nc3c2c(=O)n(C)c(=O)n3C)c1,-24%,-9%,-13%
Nc1cc(C(=O)O)c(Oc2ccc(Cl)cc2Cl)cc1C(=O)O,14%,9%,7%
O=C(O)CC1(CC(=O)Nc2cc3ccccc3cn2)CCCCC1,-13%,6%,-9%

Source: PubChem BioAssay
